m5-HT2A agonist = activates the mouse 5-HT2A serotonin receptor | P35363 | CHO-K1 mHTR2A beta-arrestin complementation, luminescence; percent of 30 µM serotonin response | activation, % at 7.6 µM | hit rate 0.66% among 360,000 | AID 624169;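 active means activation above a run cutoff, the mean activation of all tested compounds plus 3 SD, cut at about 14% in these data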;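 further: 0% = plate median of compound wells and 100% = 30 µM serotonin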
ABCB6 inh 2 = blocks the human ABCB6 transporter. Q9NP58. K562-ABCB6 porphyrin accumulation, flow cytometry, 1 h; stronger effect = lower value. fluorescence ratio to DMSO, % at 10 µM. hit rate 0.19% among 360,000. AID 602162;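 active means fluorescence ratio to DMSO below 75%, the collection mean minus 3 SD; inconclusive means too few cells collected in the well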;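 further: signal is porphyrin accumulated inside mitochondria; 100% equals median channel fluorescence of DMSO control wells; lower ratio means ABCB6 inhibition with less porphyrin fluorescence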
CaV13 FRET inh = Primary screen for inhibitors of IQ motif and Ca2+-dependent inactivation inhibitor domain binding in CACNA1D, Förster resonance energy transfer in living cells, … | inhibition, % at 12.3 µM | HEK cells, CFP/YFP FRET ICDI-IQ, plate reader, 10 min; percent FRET-ratio fall versus neutral wells | hit rate 0.098% among 340,000;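 active means mean replicate inhibition of at least 30% and at least 1% of replicates passing that level; inconclusive means only one of the two criteria is met; inactive means neither criterion is met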;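 further: 0% = median of the neutral control wells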
Cardio protect = myocardial damage modulation in H9c2 cells | H9c2 cardiomyocytes, H2O2 injury protection, ATPLite, 2 h | protection from H2O2 cell death, % at 20 µM | hit rate 0.63% among 360,000;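 active means compounds giving at least 50% protection of heart cells from peroxide-induced death in the single-dose screen, raw or plate-pattern-corrected value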;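 further: 0% = DMSO wells with peroxide and 100% = DMSO wells without peroxide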
MC4R barr agon = human MC4R agonism via beta-arrestin. U2OS MC4R beta-arrestin complementation, luminescence; percent of melanotan II response, DMSO zero. AID 540308. activation, % at 8.9 µM. hit rate 0.98% among 360,000. P32245;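 active means activation above a per-plate cutoff, the mean activation of sample wells on that plate plus 3 SD, cut at about 8% in these data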
Target sequence (P32245 whole entry, looked up): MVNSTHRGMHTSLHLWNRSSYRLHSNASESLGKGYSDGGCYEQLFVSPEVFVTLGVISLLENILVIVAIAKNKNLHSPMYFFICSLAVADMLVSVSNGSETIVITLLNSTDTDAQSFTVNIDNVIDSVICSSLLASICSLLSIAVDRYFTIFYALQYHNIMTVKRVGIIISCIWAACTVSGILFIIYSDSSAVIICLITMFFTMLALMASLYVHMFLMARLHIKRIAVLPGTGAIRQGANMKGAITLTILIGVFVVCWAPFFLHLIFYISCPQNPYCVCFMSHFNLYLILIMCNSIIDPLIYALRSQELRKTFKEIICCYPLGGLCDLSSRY
PDI inh = blocks human protein disulfide isomerase activity; inhibition, % at 10 µM; AID 588391; hit rate 0.052% among 350,000; PDI insulin aggregation turbidity, A650, 90 min; P07237;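 active means mean inhibition across replicates of 30% or more, whatever share of single replicates reach that level; inconclusive means mean inhibition below 30% while every single replicate reaches 30%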;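 further: absorbance from insulin aggregation driven by PDI reduction with DTT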
Target sequence (P07237 whole entry, looked up): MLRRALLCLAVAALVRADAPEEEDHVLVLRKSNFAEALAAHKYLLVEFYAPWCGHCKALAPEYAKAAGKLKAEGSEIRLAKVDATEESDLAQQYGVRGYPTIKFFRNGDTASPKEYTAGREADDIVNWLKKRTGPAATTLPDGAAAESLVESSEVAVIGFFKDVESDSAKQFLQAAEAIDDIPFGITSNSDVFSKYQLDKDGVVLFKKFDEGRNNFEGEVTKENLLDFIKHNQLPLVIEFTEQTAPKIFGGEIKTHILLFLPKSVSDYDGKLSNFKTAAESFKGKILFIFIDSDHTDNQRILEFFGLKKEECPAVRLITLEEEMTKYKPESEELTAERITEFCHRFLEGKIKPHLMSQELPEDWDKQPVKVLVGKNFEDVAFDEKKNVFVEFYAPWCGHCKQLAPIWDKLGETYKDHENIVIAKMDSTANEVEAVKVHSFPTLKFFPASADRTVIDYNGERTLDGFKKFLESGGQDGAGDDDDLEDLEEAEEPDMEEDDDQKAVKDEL
N-glyco inh = N-linked glycosylation inhibition; D54 ERlucT glycosylation luciferase reporter, 24 h; percent of 100 nM tunicamycin response; reporter increase, % at 12.5 µM; hit rate 0.23% among 360,000;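 active means mean luciferase reporter signal, scaled so untreated is 0 and the glycosylation-blocking control 100, at or above a set limit in every replicate; inconclusive means mean reaches the limit but not every replicate does; inactive means mean below the limit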;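 further: luciferase carries N-glycosylation sites so blocking glycosylation raises the light; 0% = median of neutral control wells and 100% = median of 100 nM tunicamycin wells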
aDG glyco act = alpha-DG glycosylation activation. Pro5-aDG cells, alpha-DG glycosylation AlphaScreen (IIH6); 0% Pro5, 100% B10-LARGE cell signal. activation, % at 10 µM. hit rate 0.22% among 360,000. AID 624168;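 active means activation of at least 8% versus controls, or a plate z-score of at least 8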;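 further: Pro5 are CHO cells carrying HIG-tagged alpha-DG that lacks glycosylation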
MC4R antag cAMP = blocks human MC4R cAMP signaling; P32245; MC4R-expressing cells, MTII-stimulated cAMP, LANCE TR-FRET; inhibition, % at 6.5 µM; hit rate 0.48% among 360,000; AID 540295;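 active means inhibition above its plate's cutoff, the mean of tested wells on that plate plus 3 SD, cut at about 29% in these data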;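 further: 0% = Melanotan II alone and 100% = Melanotan II plus saturating MCL0020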
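System: U2OS-MC4R stable cell line; Technique: Eu-cAMP/anti-cAMP TR-FRET, emission 671 nm; Repeats: single well per compound; Also added: Melanotan II; Dosing: one concentration, 6.5 µM nominal; Schedule: 30-min compound, 1-h challenge, 1-h detection, room temperature.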
Vif inh = blocks HIV Vif function; AID 602346; HEK293T cells, Vif self-association by quenched fluorescence, imaging, 24 h; hit rate 0.35% among 340,000; inhibition, % at 7.49 µM; in the data active means inhibition above about 50%, passing the limit was not always enough; inconclusive means no clear call, values can overlap the other calls; inactive means below about 31%; further: some results filed as inactive read as strong as hits
Starred values were filed as active, the others as inactive; u = inconclusive; x = not tested or not shown. Random draw from the library; overall some 3.6% were active at least once.

SMILES	m5-HT2A agonist	ABCB6 inh 2	CaV13 FRET inh	Cardio protect	MC4R barr agon	PDI inh	N-glyco inh	aDG glyco act	MC4R antag cAMP	Vif inh
Cc1ccc(S(=O)(=O)NCC(=O)N(CC(=O)NC2CCCC2)c2ccc3c(c2)OCCO3)cc1	4	96	x	4	-1.1	-5	0	-0.2	1	-6
Cc1ccc(C(C)C)c(OCC(=O)NN=C2CCCCCCC2)c1	-2	104	-4	-3	-0.4	19	1	0.3	6	1
C=CCc1ccc(OCCCCNC(C)CC)c(OC)c1 (stereo unspecified)	0	92	-20	-3	1.0	4	-1	-0.2	-5	8
CCOC(=O)c1nn(-c2ccc(F)cc2)c(=O)cc1OCC(=O)Nc1ccc(OCC)cc1	-3	98	-3	-8	-3.2	1	-1	0.0	13	-4
CCC(C)C(=O)Nc1cc(Cl)ccc1C(=O)O (stereo unspecified)	-1	96	-6	6	-3.0	-12	3	-0.1	-6	12
COc1ccc(Cn2c(N)c(C#N)c3nc4ccccc4nc32)cc1OC	-1	92	-6	-2	-1.6	-6	11	0.7	-18	-4
CC(=O)Nc1ccc(NC(=O)CSc2nc3ccccc3nc2N2CCCCC2)cc1	5	93	-7	-1	2.1	8	1	0.2	8	-15
COc1ccccc1C(=O)NCC(=O)N/N=C/c1cc(Br)ccc1OCc1ccccc1	0	96	-5	14	-1.4	-9	3	-0.2	2	3
O=C(O)c1ccc(/C=C/c2nc3ccccc3c(=O)[nH]2)cc1	0	125	-4	9	0.6	7	-3	-0.1	2	-11
COc1ccc(C(CNS(=O)(=O)c2ccc(NC(C)=O)c(OC)c2)N2CCCC2)cc1 (stereo unspecified)	-8	100	-13	2	1.3	3	1	0.1	8	4
CC(=O)N1CCOc2cc(S(=O)(=O)NCc3ccc(F)cc3)c(C)cc21	1	102	-4	-4	-1.2	x	0	0.0	8	-2
COc1ccc(C)cc1NC(=O)CSc1nnc(CC(=O)Nc2ccccc2C)n1C	-2	106	-8	1	-1.6	1	0	-0.4	1	-3
CCC(C(=O)NCc1ccncc1)c1ccccc1 (stereo unspecified)	-1	88	-7	0	0.6	2	-1	0.0	4	3
COCCN(C)Cc1cn(-c2ccc(F)cc2F)nc1-c1ccccc1C	0	101	-11	3	-0.2	7	0	0.0	2	-4
O=C(Nc1ccc2sccc2c1)c1ccc(Cl)s1	1	101	9	-6	2.6	-2	-11	0.2	0	-4
CCCc1nnc(NC(=O)Cn2c(=O)oc3ccccc32)s1	3	88	2	4	-2.7	-2	4	-0.1	5	9
O=C(CSCC(=O)OCC(=O)N1CCN(C(=O)c2ccco2)CC1)Nc1ccc(Cl)cc1	0	101	-5	17	0.4	-1	3	0.2	7	2
Cc1ccc(OCCC(=O)OCC(=O)N2CCN(S(=O)(=O)c3ccc(C)cc3)CC2)cc1	7	104	-5	-8	-1.4	-1	2	0.1	-1	-9
Nc1c(/C=C2\C=Nc3ccccc32)c(=O)nc2sc(CC(=O)N3CCOCC3)nn12	0	98	-2	1	-3.4	-12	2	0.2	-5	-4
Cc1ccc(/C=C/c2ccc(=O)n(Cc3ccc(Cl)cc3Cl)n2)cc1	2	98	-6	-24	0.6	-1	-2	-0.3	2	-10
Cc1cccn2c(=O)c3cc(C(=O)N4COCC4(C)C)n(C)c3nc12	5	94	-5	22	0.3	-3	2	0.1	11	0
CC(C)c1cc(=O)n2c(nc3ccccc32)[nH]1	6	89	-2	-2	0.0	2	4	-0.2	8	-3
COc1nc(Nc2cccc(F)c2)nc(OC)n1	-8	91	-1	-2	1.6	6	2	-0.2	-1	0
O=C(O)c1ccc(OCc2ccc(C(=O)O)o2)cc1	-3	96	-4	-2	-0.9	12	-2	0.1	3	-3
C[C@@H](CN1C(=O)C(=O)NC[C@@H]1Cc1ccc(O)cc1)NC(=O)Cc1ccccc1	2	96	-9	8	-0.9	12	6	-0.2	2	0
More compounds follow.
SMILES	m5-HT2A agonist	ABCB6 inh 2	CaV13 FRET inh	Cardio protect	MC4R barr agon	PDI inh	N-glyco inh	aDG glyco act	MC4R antag cAMP	Vif inh
NC(=O)Cc1cn(-c2ncc(C(F)(F)F)cc2Cl)c2ccccc12	12	109	x	-1	-2.1	-3	0	-0.3	-1	12
Cc1ccc(Cn2c(C3CCCN3c3nc(-c4cc(Cl)c(N)c(Cl)c4)cs3)nc3cc(C(=O)NCCCO)ccc32)cc1 (stereo unspecified)	1	100	-11	-12	-1.1	-1	2	-0.3	14	1
CC(C)(C)n1nnnc1C(c1cccnc1)N1CCN(C2CCCCC2)CC1 (stereo unspecified)	4	89	-5	0	-0.1	3	0	-0.2	8	-3
CCOCCCn1c(=S)[nH]c2cc(C(=O)NC3CCCCC3C)ccc2c1=O (stereo unspecified)	0	99	-2	6	-0.1	-17	2	0.0	2	0
COc1ccc(/C=C2\SC(=O)N(CCNC(=O)CCS(=O)(=O)c3ccc(C)cc3)C2=O)cc1	2	94	-4	-14	5.2	13	-6	0.9	0	-3
COc1ccccc1N1CCN(C(=O)CN(C)S(=O)(=O)c2cc(C)ccc2OC)CC1	-3	98	-4	7	-0.3	-6	0	0.1	3	-1
Cc1cc(C(=O)NCc2cc(C(=O)O)co2)co1	5	96	-1	1	-3.3	6	0	-0.2	5	-7
N#Cc1ccc(/C=N/NC(=O)c2cccc(S(=O)(=O)N3CCOCC3)c2)cc1	7	96	3	-6	0.1	4	1	0.0	5	-3
Cc1ccc(NC(=O)CSC(C)C(=O)OC(C)C(=O)NC2CCCCC2C)cc1 (stereo unspecified)	3	91	-5	-2	-0.1	5	-2	0.0	9	26
COC(=O)c1cc(OC)c(OC)cc1NC(=S)N1CCCCC1	0	98	-6	4	-1.4	-5	2	-0.1	14	1
N#Cc1cccc(OCCCN2CCC(C(O)(c3ccccc3)c3ccccc3)CC2)c1	-8	105	-6	x	x	x	x	0.3	x	x
COc1ccc(N2CCN(CC(=O)Nc3ncc(C)s3)CC2)cc1	-7	96	-2	-4	-0.3	4	-1	-0.1	1	25
CCc1ccc(C(O)c2ncc(-c3ccc4ccccc4c3)[nH]2)cc1 (stereo unspecified)	9	100	-10	-10	17*	3	0	-0.1	10	2
COc1ccccc1C(=O)NCC(=O)OCC(=O)c1cccc2ccccc12	-7	99	-4	-1	0.7	11	1	0.5	6	2
Cc1cccc(CNC(=O)c2cc(S(=O)(=O)N3CCOCC3)cn2C)c1	8	101	-3	-1	-1.7	-6	2	-0.2	10	4
Cc1cc2cc(C=C(C#N)C#N)c(Cl)nc2cc1C	3	112	-50	0	-3.1	1	38*	-0.2	11	-3
N#Cc1ccc(CSc2nnc3ccccn23)cc1	-1	90	2	2	-0.1	3	2	-0.3	2	-9
CCN1CCC(NC(=O)Nc2ccccc2C(=O)OC)CC1	1	97	-5	0	-2.5	-4	1	0.3	2	-5
Cc1nnc(SCC(=O)N2CCN(c3ccccc3)CC2)n1-c1ccccc1	-8	101	-3	0	-1.5	2	1	-0.1	15	1
CCCNS(=O)(=O)c1cccc(C(=O)NC2CCCc3ccccc32)c1 (stereo unspecified)	7	103	-3	-5	0.3	2	-1	0.0	14	-4
COC(=O)c1c(N2C(=O)[C@H]3[C@@H](C2=O)[C@]2(C(=O)Nc4c(C)cc(C)cc42)N2CCC[C@@H]32)sc(C)c1C	1	138	-17	-20	0.6	-5	-6	0.0	18	-3
CC(=O)Nc1ccc(C(=O)OCC(=O)c2ccc(F)cc2)cc1	-2	100	-5	-3	-0.8	0	6	-0.1	9	17
Cc1c(NC(=O)Nc2cccc(Cl)c2Cl)c(=O)n(-c2ccccc2)n1C	2	98	-5	-3	-1.8	-5	3	0.0	-3	x
CCOC(=O)C1CCCN(C(=O)CCC(=O)Nc2ccc3nc(N4CCOCC4)cc(C)c3c2)C1 (stereo unspecified)	0	96	-6	59*	-1.4	2	-1	-0.3	6	13
Cc1ccc(NCCCCO)cc1C	-3	108	-5	0	-0.8	0	3	-0.2	3	12
Going on with the list.
SMILES	m5-HT2A agonist	ABCB6 inh 2	CaV13 FRET inh	Cardio protect	MC4R barr agon	PDI inh	N-glyco inh	aDG glyco act	MC4R antag cAMP	Vif inh
COC(=O)c1cccc(-n2c(C)cc(C=O)c2C)c1	0	103	-17	1	-0.6	8	0	0.3	-10	-3
CC(C)c1nc(N2CCN(C(=O)c3ccco3)CC2)c2c3c(sc2n1)CCCC3	6	94	-2	-10	1.8	0	-1	0.1	15	-1
CN(Cc1ccccc1)S(=O)(=O)c1ccc(OCC(=O)NCc2ccccn2)cc1	18*	99	-18	-5	1.8	-5	-2	-0.1	16	1
CC1=C(C)CC(C(=O)Nc2ccc(C(N)=O)cc2)C(C(=O)O)C1 (stereo unspecified)	1	105	x	4	1.1	6	1	0.0	1	3
COc1ccc(Cl)c2sc(N(CCN(C)C)C(=O)C3=COCCO3)nc12	-3	98	-3	12	-1.5	2	4	0.1	3	-10
Brc1c(-c2ccccc2)nc2n1Cc1ccccc1-2	-3	97	-2	-11	-1.3	-3	-3	-0.2	1	0
Cn1c(NC(=O)c2ccccc2)c(-c2ccccn2)c(=O)c2ccccc21	5	100	-7	4	-1.8	-11	2	0.1	0	6
Cc1nc2oc3ccc(F)cc3c(=O)c2cc1C(=O)NC(C)(C)C	-2	98	-5	0	-2.1	7	0	0.4	-2	2
O=C(COC(=O)CNC(=O)c1ccccc1)Nc1ccc(Cl)cc1C(F)(F)F	1	101	-4	-1	0.0	0	2	0.0	-4	-4
COC(=O)c1c(NC(=O)c2cccc(N3C(=O)CCC3=O)c2)sc2c1CCN(C(C)=O)C2	2	101	-5	19	-1.6	-1	1	-0.1	4	-5
CC(C)(C)Nc1nc2cc([N+](=O)[O-])ccc2o1	1	96	-2	1	-0.4	-4	-1	-0.1	-3	-4
O=C(CSc1nnnn1-c1ccc2c(c1)OCCO2)OC1CCCCC1	0	101	0	-24	-0.1	-4	0	0.2	15	u
O=C(Cc1ccc(Cl)cc1)Nc1cccc(C(=O)Nc2ccccc2C(=O)O)c1	1	103	-3	2	1.8	-5	0	0.0	3	16
Cc1ccc(S(=O)(=O)N2CCN(c3c([N+](=O)[O-])cc(C(F)(F)F)cc3[N+](=O)[O-])CC2)cc1	11	92	-16	-2	1.5	-9	-3	-0.4	1	-2
C/C=C/C(=O)OCC(=O)Nc1c(Cl)cccc1Cl	3	93	-5	1	0.5	-16	-1	-0.2	-5	1
Cc1ccc(S(=O)(=O)Nc2ccccc2C(N)=O)cc1	-2	97	-6	-3	-0.8	3	0	-0.3	8	-2
CC(C)(C)OC(=O)N/N=C/c1ccc(Br)cc1	-5	102	-4	-4	2.3	-5	-3	-0.4	5	1
COc1cccc(-c2ccc(SCC(=O)NC3CCCCC3)nn2)c1	0	90	-10	-6	-5.2	16	0	0.1	-1	-3

Screens as filed in PubChem.
